From PubChem BioAssay
Yfh1-depleted yeast – enhancers of respiration in Yfh1-depleted yeast, dose response, Friedreich's ataxia, plus single-dose screen (AID 1465) | S. cerevisiae Yfh1-off respiration, WST-1 reduction, 72 h; higher fold induction means a stronger effect | fold induction at 50 µM; hits with a dose series show EC50 in µM | actives 0.074% (n = 220,000);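 active = fold induction of absorbance versus untreated yeast above a set limit, then at least 30% activation at any dose in follow-up; inconclusive = repeats straddling the limit, or above it without dose testing; inactive = fold induction below the set limit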;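 note: activators that raise dye reduction in frataxin-depleted yeast; strong numbers were not always called active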
HEK293 NOD2/NF-kB – NOD2 signaling inhibitors, cell-based, luminescence, uHTS, HEK293 (AID 1566); HEK293 NOD2/NF-kB luciferase reporter, luminescence; higher % means a stronger effect; actives 0.63% (n = 290,000); inhibition, % at 4 µM, or EC50 in µM where a hit was titrated; note: many of its hits are not listed in these tables
HIV peptide binding – inhibitors of HIV fusion peptide binding, primary screen, biochemical, uHTS, fluorescence dequenching (AID 1986); cell-free peptide binding, fluorescence dequenching, 30 min; higher % means a stronger effect; inhibition, % at 20 µM; hits with a dose series show IC50 in µM; actives 0.3% (n = 290,000); in the data active = inhibition mostly above about 52%, no sharp cut-off; inactive = mostly below about 76%; note: some results filed as inactive read as strong as hits
Dengue-2 NS5 capping – Dengue-2 NS5 methyltransferase inhibitors, primary screen, biochemical, confirmation dose response (AID 588689) | actives 0.3% (n = 340,000) | Dengue-2 NS5 methyltransferase capping enzyme assay, biochemical; higher % means a stronger effect | one-dose inhibition, % at 25 µM; IC50 in µM for titrated hits | Genome polyprotein (Dengue virus type 2 (strain 16681-PDK53)); in the data active = a potency from the dose series; inconclusive = inhibition above about 29% without an active follow-up result
KOR beta-arrestin-1 – KOR agonists, beta-arrestin recruitment, primary screen, cell-based, luminescence, uHTS (AID 1777); Kappa-type opioid receptor (Homo sapiens); KOR beta-arrestin recruitment, luminescence; higher % means a stronger effect; activation, % at 10 µM, or EC50 in µM where a hit was titrated; actives 0.02% (n = 280,000); in the data active = activation above about 50%, passing the limit was not always enough; note: a part of the inactive calls stands beside numbers as strong as those of hits
KOR beta-arrestin-2 – KOR antagonists, beta-arrestin recruitment, cell-based, luminescence, uHTS (AID 1778) | Kappa-type opioid receptor (Homo sapiens) | KOR beta-arrestin recruitment, luminescence, antagonist mode; higher % means a stronger effect | inhibition, % at 10 µM; hits with a dose series show IC50 in µM | actives 0.091% (n = 290,000); note: strong numbers were not always called active
NOD1 NF-kB reporter – NOD1 signaling inhibitors, primary screen, cell-based, luminescence, uHTS (AID 1578). NOD1-driven NF-kB luciferase reporter cells, luminescence; higher % means a stronger effect. inhibition, % at 4 µM; hits with a dose series show EC50 in µM. actives 1% (n = 290,000); in the data active = inhibition mostly above about 36%, no sharp cut-off; inactive = mostly below about 34%;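 note: HEK-293T reporter cells stimulated with the NOD1 agonist gamma-tri-DAP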
AID2073 – inhibitors of Mint1-CaV2.2 protein interaction, biochemical, HTRF (AID 2073); Voltage-dependent N-type calcium channel subunit alpha-1B (Homo sapiens); HTRF protein-protein interaction, Mint1-CaV2.2; higher % means a stronger effect; inhibition, % at 20 µM; hits with a dose series show IC50 in µM; actives 0.19% (n = 290,000); in the data active = inhibition mostly above about 51%, no sharp cut-off; inconclusive = no clear call, values can overlap the other calls; inactive = mostly below about 53%; note: some results filed as inactive read as strong as hits
West Nile virus CPE – West Nile virus antiviral activity, cell-based, CPE readout (AID 1621); West Nile virus-infected cells, CPE inhibition; higher % means a stronger effect; one-dose CPE inhibition, % at 10 µM; IC50 in µM for titrated hits; actives 0.02% (n = 290,000); in the data active = a potency from the dose series; inconclusive = CPE inhibition mostly from about 3.7% at the one dose, without a potency; inactive = the rest, 99 in 100 with CPE inhibition below about 2.2%; note: strong numbers were not always called active
Dengue-2 NS5 capping pilot replicate – recorded beside Dengue-2 NS5 capping, whose call it bears; inhibition, %; measured here: pilot screen replicate inhibition
The depositor's hits bear a star; i = inactive; ? = inconclusive; · = not tested or not shown; [ ] = another dose, or the depositor's remark. Cut-off read from the data, not from the text of the source, unless noted: active = inhibition above about 50%; inactive = the rest. This is a subset; rates above refer to the full screens.

SMILES	Yfh1-depleted yeast	HEK293 NOD2/NF-kB	HIV peptide binding	Dengue-2 NS5 capping	KOR beta-arrestin-1	KOR beta-arrestin-2	NOD1 NF-kB reporter	AID2073	West Nile virus CPE	others
CCCCOC(=O)Nc1nnc(/C=C/c2ccc(OC)cc2)s1	i	8%	-1.4%	-2%	9.9%	-81%	-18%	15%	-0.9%
CCOc1ccc(CCNC(=O)c2nn(C)c3c2CS(=O)(=O)c2ccccc2-3)cc1OCC	·	11%	1.4%	-13%	0.2%	-44%	-20%	4%	0.0%
CN(Cc1ccccc1)C(=O)c1ccc(Cl)c([N+](=O)[O-])c1	i	11%	0.8%	-9%	-2.8%	-18%	-28%	?	-0.9%
C1=Nc2c(NCc3ccccc3)ncnc2Oc2ccccc21	i	-4%	0.5%	2%	-1.5%	35%	-18%	10%	-0.1%
CCCc1c(C(=O)N/N=C(\C)CCc2ccc(OC)cc2)nnn1-c1nonc1N	·	6%	2.0%	-7%	-0.6%	10%	-6%	-4%	-0.1%
N#Cc1nc(COc2ccc(-c3ccccc3)cc2)oc1NCc1cccnc1	i	20%	-1.3%	-9%	-4.2%	19%	-12%	11%	0.0%
Cc1nnc(SCC(=O)N2CC(=O)Nc3ccccc32)s1	i	-2%	-0.2%	-3%	-6.0%	32%	-34%	7%	0.7%
O=C(COc1c(Cl)cc(Cl)cc1Cl)c1ccc(Cl)cc1	i	-10%	-1.6%	-9%	8.1%	-16%	15%	-2%	0.1%
COc1ccc(CCNC(=O)/C=C/c2ccc3ccccc3n2)cc1OC	·	20%	1.1%	3%	-3.5%	-7%	49%	10%	21%
COc1ccc(COC(=O)C2=C(C)NC(=O)NC2c2ccc(O)c(OC)c2)cc1 (configuration not stated)	i	5%	-2.5%	4%	-0.3%	17%	-1%	-6%	-0.3%
CC(=O)c1cccc(NC(=S)N2CCN(S(=O)(=O)c3ccc(F)cc3)CC2)c1	·	11%	0.0%	-7%	5.4%	-1%	-35%	-18%	-0.6%
Cn1cnnc1SCC(=O)Nc1ccc(N2CCOCC2)cc1	i	-20%	-1.7%	2%	-4.0%	-8%	-24%	-6%	-0.1%
Nc1c2c(nc3ccc(Br)cc13)N(c1ccccc1)CC2	i	-18%	-2.1%	-6%	-5.4%	26%	-55%	11%	-0.6%
O=c1[nH]c(CSc2ncnc3sc(-c4ccccc4)cc23)nc2ccccc12	i	-68%	-0.2%	-7%	1.1%	-6%	7%	1%	-1.1%
CN(Cc1ccccc1Cl)C(=O)c1cnccc1C(F)(F)F	i	14%	-1.4%	-1%	-0.2%	-7%	-5%	11%	0.2%
CC1CN(c2ccc([N+](=O)[O-])c(NCCOc3ccc(Cl)cc3)c2)CC(C)N1 (configuration not stated)	·	11%	-2.2%	-6%	-2.4%	-17%	1%	-3%	-2.9%	Dengue-2 NS5 capping pilot replicate=-0.6
CCc1ccc(NC(=O)[C@@H](NC(=O)[C@@H]2Cc3ccccc3CN2)C(C)CC)cc1 (some centres not stated)	·	12%	2.1%	-2%	4.4%	-18%	-27%	-5%	-0.3%
O=C(CNC(=O)c1ccc(Br)cc1)NCC(=O)OCC(=O)c1ccccc1	i	6%	2.7%	-10%	-5.5%	-15%	-12%	13%	0.2%
CC(C)Oc1cccc(C(=O)N/N=C/c2ccoc2)c1	·	-6%	-0.6%	-2%	7.8%	-11%	-37%	11%	-0.5%
O=C(NCCc1ccccc1)c1ccc(NCC2CCCO2)c([N+](=O)[O-])c1 (configuration not stated)	i	-28%	-0.7%	2%	10%	-40%	11%	9%	-0.7%
COc1cc2nc(N(C)C)nc(N)c2cc1OC	i	-4%	-1.5%	1%	-4.7%	7%	-10%	8%	0.9%
COc1ccc(CCNC(=O)CSCc2ccc([N+](=O)[O-])cc2)cc1OC	i	-6%	0.8%	0%	3.7%	2%	-20%	-6%	-0.6%
COC(=O)c1ccc(Cl)c(-c2ccc(/C=N/NC(=O)Nc3ccccc3)o2)c1	i	-13%	2.3%	8%	-0.8%	-30%	-89%	11%	0.1%
N/C(=N\c1nc(CSc2ccc(Cl)cc2)cc(=O)[nH]1)Nc1ccccc1C(F)(F)F	i	3%	1.9%	-2%	-6.7%	20%[20 µM]	-6%	-11%	0.7%
CCOC(=O)N1CCN(C(=O)c2cnn(-c3ccccc3)c2NC(=O)c2ccccc2F)CC1	i	-3%	-0.1%	-1%	2.3%	-139%	1%	-5%	-0.4%

Continued (2 carried over from the part before).
SMILES	Yfh1-depleted yeast	HEK293 NOD2/NF-kB	HIV peptide binding	Dengue-2 NS5 capping	KOR beta-arrestin-1	KOR beta-arrestin-2	NOD1 NF-kB reporter	AID2073	West Nile virus CPE	others
N/C(=N\c1nc(CSc2ccc(Cl)cc2)cc(=O)[nH]1)Nc1ccccc1C(F)(F)F	i	3%	1.9%	-2%	-6.7%	20%[20 µM]	-6%	-11%	0.7%
CCOC(=O)N1CCN(C(=O)c2cnn(-c3ccccc3)c2NC(=O)c2ccccc2F)CC1	i	-3%	-0.1%	-1%	2.3%	-139%	1%	-5%	-0.4%
Cc1cccc(NC(=O)c2sc3nc4c(c(-c5ccco5)c3c2N)CCC4)c1	i	5%	1.3%	6%	-2.3%	-4%	-74%	31%	1.0%
O=c1ccc(-c2ccccc2)no1	i	15%	-1.3%	2%	·	-6%	2%	-6%	-0.5%
C=C(C)CN1C(=O)C2(OCCO2)c2ccccc21	·	2%	-0.1%	-11%	1.8%	-32%	-2%	9%	0.1%
Clc1cccc(-c2noc3ncnc(Nc4ccc5c(c4)OCO5)c23)c1	·	5%	0.8%	-10%	0.0%	-41%[20 µM]	-17%	-6%	-0.5%
O=C(C[n+]1ccccc1)N1c2ccccc2Sc2ccccc21	i	-24%	0.7%	-8%	0.0%	-4%	6%	3%	-0.3%
O=C(CCC1CCCC1)Nc1ccc(OCC(=O)N2CCOCC2)cc1	i	-11%	-0.1%	-7%	-3.3%	-9%	-16%	10%	0.3%
COC(=O)c1ccc(CSc2nc3ccccc3c(=O)n2-c2ccc(OC)c(OC)c2)o1	i	23%	1.4%	0%	-1.6%	-24%	-17%	-3%	-0.3%
Cc1ccc(NC(=O)Cc2noc3ccccc23)cc1	i	-42%	0.1%	-8%	-4.4%	39%	-56%	-2%	-0.7%
CC(C)c1nc2c(c(=O)c3ccccc3n2C)c(=O)n1-c1ccc(F)cc1	i	0%	-2.0%	-7%	4.5%	-22%	-15%	13%	-0.3%
CCOc1ccc(S(=O)(=O)N(CC(=O)NCC2CCCO2)c2ccc(F)cc2)cc1 (configuration not stated)	·	3%	2.2%	4%	-5.3%	0%	-45%	17%	-0.5%
Cn1cccc1C(=O)c1cccc([N+](=O)[O-])c1	i	11%	-1.3%	-6%	-3.8%	-8%	-10%	11%	0.1%
COc1ccc(CC(=O)Nc2ccc(N3CCCC3)c(C)c2)cc1	·	-9%	-0.1%	-10%	-0.2%	-35%	-4%	-11%	-0.1%
Cc1cc(=O)oc2cc(OCC(=O)N3CCN(c4ccc(F)cc4)CC3)c(Cl)cc12	·	12%	-1.1%	-3%	4.4%	-19%	-27%	15%	-0.6%
Cc1nc(SCc2ccccc2)c2oc3ccccc3c2n1	i	24%	-0.9%	-12%	4.9%	24%	11%	15%	-1.3%
COc1ccccc1CC(=O)NCCCc1ccccc1	·	2%	-1.3%	1%	-4.6%	-16%[20 µM]	11%	5%	-0.3%
N#Cc1ccccc1NCc1ccccc1	i	-9%	3.3%	-6%	1.6%	-23%	-16%	-1%	-0.1%
CN(NC(N)=O)c1ncc(C(F)(F)F)cc1Cl	i	8%	1.5%	-4%	-1.5%	-4%	-16%	6%	0.0%
CC(Oc1cc(F)ccc1[N+](=O)[O-])C(=O)N(C)CC(=O)Nc1ccccc1C(F)(F)F (configuration not stated)	i	-16%	-1.7%	-3%	-0.9%	13%	-38%	25%	-0.3%
CCOC(=O)c1c(-c2ccccc2)oc2ccc(O)c(CN3CCOCC3)c12	i	-12%	-2.9%	7%	-2.1%	17%	18%	38%	-0.2%
CCOC(=O)c1ccccc1NC(=O)Cn1c(-c2nonc2N)nc2ccccc21	i	-37%	0.5%	-3%	·	·	-19%	17%	?	Dengue-2 NS5 capping pilot replicate=3.6
COc1ccc(C2CC(=O)C=C(NC3CCCC3)C2)cc1 (configuration not stated)	i	-3%	0.4%	0%	-3.1%	4%	-33%	7%	-0.1%
CC(C)c1ccc(C(CC(=O)O)N2Cc3ccccc3C2=O)cc1 (configuration not stated)	·	14%	4.7%	-2%	0.4%	-6%	-2%	2%	0.8%
C/C(=N\NS(=O)(=O)c1ccc(Cl)cc1)c1ccc(O)cc1	i	6%	0.8%	-2%	-0.6%	-7%	10%	8%	-0.4%
Cc1ccc(CC(=O)NCC2CCCCC2)cc1	·	-6%	-0.5%	-7%	-2.8%	-3%	-34%	-5%	-0.6%	Dengue-2 NS5 capping pilot replicate=1.2
CSc1nc2ccccc2n1C(=O)Oc1ccccc1	i	9%	-2.1%	-1%	-0.4%	24%	4%	-2%	-0.4%	Dengue-2 NS5 capping pilot replicate=-3.3
Cc1cc2c(nn1)CCc1c-2no[n+]1[O-]	i	19%	1.9%	-2%	0.4%	-8%	0%	1%	-0.1%
Cc1cc(C)nc(Sc2c(F)c(F)c(C(F)(F)F)c(F)c2F)n1	i	4%	-2.2%	1%	-7.5%	12%	16%	-5%	-0.1%
O=C(CCn1c(=O)sc2ccccc21)NCc1ccccc1	i	7%	-0.9%	-1%	2.7%	-4%	6%	3%	1.0%
CCC(=O)N(Cc1cccs1)C1CCOC(C)(C)C1 (configuration not stated)	i	-2%	5.8%	1%	-2.1%	2%	-4%	15%	-0.2%

4 structures already listed, sorted by formula weight, smallest number first:
SMILES	Yfh1-depleted yeast	HEK293 NOD2/NF-kB	HIV peptide binding	Dengue-2 NS5 capping	KOR beta-arrestin-1	KOR beta-arrestin-2	NOD1 NF-kB reporter	AID2073	West Nile virus CPE	others
CCC(=O)N(Cc1cccs1)C1CCOC(C)(C)C1 (configuration not stated)	i	-2%	5.8%	1%	-2.1%	2%	-4%	15%	-0.2%
COc1ccc(CC(=O)Nc2ccc(N3CCCC3)c(C)c2)cc1	·	-9%	-0.1%	-10%	-0.2%	-35%	-4%	-11%	-0.1%
CC(C)c1nc2c(c(=O)c3ccccc3n2C)c(=O)n1-c1ccc(F)cc1	i	0%	-2.0%	-7%	4.5%	-22%	-15%	13%	-0.3%
COC(=O)c1ccc(CSc2nc3ccccc3c(=O)n2-c2ccc(OC)c(OC)c2)o1	i	23%	1.4%	0%	-1.6%	-24%	-17%	-3%	-0.3%
